Source: PubChem (several laboratories)
DSG3 Ab inh: blocks pemphigus antibody binding to human desmoglein-3; P32926; DSG3-coupled beads, scFv-anti-DSG3-GFP binding, flow cytometry; active compounds read low; binding (percent of control), % at 10 µM; 310,000 tested, 0.48% active;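 active means binding more than 3 SD below its plate's average and above zero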;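 further: hits lower antibody fragment binding to DSG3; some compounds called inactive have numbers as strong as hits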
Arr AP2 block: blocks beta-arrestin peptide binding to AP2 adaptin. AID 504490. FITC-arrestin peptide / GST-AP2 beads, flow cytometry; AP2 beta2 appendage carries R879A mutation. inhibition, % at 10 µM. 340,000 tested, 0.31% active;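 active means inhibition above a set limit, near 3 SD of compounds lacking own fluorescence, cut at about 54% in these data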;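 further: plate controls were DMSO wells for no effect and 5 µM unlabelled arrestin peptide for full effect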
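Material – GST-tagged AP2 beta2-adaptin appendage (R879A) on 4 µm glutathione beads · Probe or stimulus – fluorescein-tagged arrestin peptide at 50 nM final · Timing – 12 min plus 1 h, RT · Detection – bead flow cytometry, FITC channel · Read-out basis – inhibition as reduced fluorescein signal on beads, percent · Medium – PBS plus Tween 20 (0.05%) and BSA (0.1%)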
V-ATPase pH: alters yeast V-ATPase proton transport | response, % at 10 µM | 350,000 tested, 0.37% active | S. cerevisiae, pHLuorin cytosolic pH fluorescence; in the data active means response mostly above about 7.3%, no sharp cut-off; inactive means mostly below about 5.4%; further: actives read high; inactives centre near 0; some compounds called inactive have numbers as strong as hits
Keap1 Nrf2 FP: inhibitors of human Keap1-Nrf2 protein-protein interaction | Q14145 | Keap1 Kelch-Nrf2 peptide fluorescence polarization, 1536-well | inhibition, % at 9.4 µM | 340,000 tested, 0.15% active | AID 504523; in the data active means inhibition above about 12%;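 further: human Keap1 Kelch domain with fluorescein labeled Nrf2 9mer peptide probe; 0% = neutral control wells and 100% = peptide positive control; higher means more block of Keap1 binding to Nrf2 peptide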
Target sequence (Q14145 whole entry, looked up, the tested form may be a part): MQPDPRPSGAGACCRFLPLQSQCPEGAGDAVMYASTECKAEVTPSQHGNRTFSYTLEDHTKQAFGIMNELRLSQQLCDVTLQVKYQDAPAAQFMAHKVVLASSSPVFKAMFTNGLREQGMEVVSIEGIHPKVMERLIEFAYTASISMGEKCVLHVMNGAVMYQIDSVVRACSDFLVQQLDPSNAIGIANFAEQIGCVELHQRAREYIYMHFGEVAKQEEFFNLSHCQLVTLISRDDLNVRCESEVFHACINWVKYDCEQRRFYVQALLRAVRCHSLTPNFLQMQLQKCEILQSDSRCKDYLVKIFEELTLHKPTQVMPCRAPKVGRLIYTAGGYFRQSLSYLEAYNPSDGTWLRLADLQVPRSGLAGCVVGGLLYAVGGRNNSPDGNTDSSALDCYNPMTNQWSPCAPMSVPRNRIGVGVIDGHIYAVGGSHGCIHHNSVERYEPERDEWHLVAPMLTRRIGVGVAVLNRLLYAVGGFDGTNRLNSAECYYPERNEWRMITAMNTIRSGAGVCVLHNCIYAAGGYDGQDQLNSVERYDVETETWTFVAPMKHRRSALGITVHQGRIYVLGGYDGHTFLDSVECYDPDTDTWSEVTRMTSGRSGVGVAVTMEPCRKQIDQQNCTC
DAGLB inhibitor: blocks human DAGLB lipase activity; HEK293T DAGLB membrane lysate, EnzChek fluorogenic substrate; inhibition, % at 5.17 µM; 340,000 tested, 0.059% active; in the data active means inhibition above about 34%;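 further: 0% = enzyme with vehicle and 100% = wells lacking enzyme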
CAL PDZ FP-1: inhibitors of human CAL PDZ peptide binding | inhibition, % at 20 µM | Q9HD26 | 330,000 tested, 0.02% active | purified CAL PDZ, TMR-peptide fluorescence polarization, 1 h | AID 504414;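 active means highest replicate inhibition of at least 40%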;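 further: plate controls were DMSO neutral control wells for no effect and unlabeled competitor peptide control wells for full effect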
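Control set: unlabelled peptide and DMSO controls / Material: purified CerCALP PDZ construct / Timing: 1 h incubation at room temperature before polarization reading / Doses: 20 µM, one dose / Detection: fluorescence polarization (mP)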
NSD2 HMT inh: NSD2 (human) methyltransferase inhibition | O96028 | NSD2 peptide methylation, AlphaScreen, 120 min | 310,000 tested, 0.54% active | inhibition, % at 12.5 µM | AID 743445; in the data active means inhibition above about 50%
CAL PDZ FP-2: blocks peptide binding to the human CAL PDZ domain. inhibition, % at 24.9 µM. 300,000 tested, 0.92% active. purified CAL PDZ, TMR-peptide fluorescence polarization, 1 h. AID 602252. Q9HD26;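 active means mean inhibition of at least 30% with at least half of replicates also reaching 30%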;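 further: 0% = DMSO neutral control and 100% = excess unlabeled competitor peptide PRC23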
RTF Ca sens inh: cardiac RTF calcium desensitization; P19429+P45379; IANBD-labeled cardiac RTF, Ca2+ fluorescence; inhibition, % at 7.15 µM; 340,000 tested, 0.12% active; AID 493244;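 active means inhibition above the mean inhibition of all tested compounds plus 3 SD, cut at about 17% in these data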;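 further: assay run at fixed EC70 calcium of 1.6 mM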
C-LANA FP: inhibitors of KSHV LANA C-terminal domain DNA binding. MBP-C-LANA/FAM-LBS DNA binding, fluorescence polarization. AID 504423. inhibition, % at 9 µM. 340,000 tested, 0.078% active;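 active means highest replicate inhibition at or above 60% at 9 µM, even if other replicates fall short; inactive means all replicates below 60% inhibition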;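 further: 0% = neutral control wells and 100% = 4 µM acridine orange control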
Starred values were filed as active, the others as inactive; nt = not tested or not shown. An excerpt, so the mix of outcomes need not match the whole.

SMILES,Arr AP2 block,DSG3 Ab inh,NSD2 HMT inh,CAL PDZ FP-2,C-LANA FP,V-ATPase pH,Keap1 Nrf2 FP,RTF Ca sens inh,CAL PDZ FP-1,DAGLB inhibitor
CCOC(=O)c1c(C)n(C)c2ccc(OC)c(NC(=O)CN3CCSCC3)c12,-7.6,nt,nt,-4.5,2.3,5.2,-0.9,-11.2,-1.3,0.2
Cc1cccc(OCc2nc(-c3cccnc3)no2)c1,10.4,113.9,-4.8,-2.5,1.9,-2.5,0.7,-1.4,-0.5,-4.3
CC(=O)Nc1ccc(OCC(O)CN2CCN(c3cc(Cl)ccc3C)CC2)cc1 (centres undefined),1.7,nt,6.1,-4.3,-1.1,0.8,-2.9,-3.9,-0.9,0.8
COc1ccc(Cl)cc1Nc1nnc(-c2ccncc2)s1,13.7,113.5,0.8,-6.0,3.8,-13.9,-5.1,-7.1,-0.8,-8.0
Cc1cc(Cl)ccc1OCC(=O)N/N=C/c1ccc(OC2OC(CO)C(O)C(O)C2O)cc1 (centres undefined),48.0,99.1,-0.9,-1.2,0.2,0.8,1.2,3.7,-4.7,-2.0
O=C(O)c1ccc(CNCc2ccc(Cl)cc2)cc1,-5.8,nt,-0.9,-0.5,-1.6,1.9,-9.3,6.9,-0.7,4.4
Cc1cc(NC(=O)CSc2cc(C)c3ccccc3n2)no1,33.9,123.5,-3.3,10.4,-0.9,-4.1,-0.7,-1.2,-1.2,-7.4
Cc1cc(C)c(C#N)c(SCc2nnc(-c3ccccc3)o2)n1,9.7,107.6,-4.0,-4.2,-0.5,-3.0,-6.4,-1.1,-0.2,-5.3
O=S(=O)(NNc1ccc(Cl)nn1)c1ccc(F)cc1,-5.4,106.3,-2.6,-2.5,-0.9,1.4,2.8,-0.4,-0.8,-1.7
CC(=O)c1cc2c(cc1NS(=O)(=O)c1cccc(C(=O)O)c1)OCO2,4.2,111.0,-6.0,-1.4,0.5,-6.0,-7.3,5.1,-2.5,-0.7
O=C(CN1C(=O)CSc2ccccc21)N/N=C/c1ccco1,34.0,93.5,1.1,-2.3,0.0,-3.8,2.7,-0.6,-0.8,-1.9
O=C(c1ccco1)N1CCN(C(=O)C(Sc2ccccc2)c2ccccc2)CC1 (centres undefined),6.2,103.2,-5.1,-3.6,-0.7,2.0,-8.4,-1.0,-0.2,-1.3
O=C(O)c1cc(NS(=O)(=O)c2cccs2)cc(NS(=O)(=O)c2cccs2)c1,12.4,95.6,-4.2,nt,0.4,1.4,-1.9,-6.1,-0.1,-1.0
CC(C)Cn1c(N)c(C(=O)COC(=O)c2cccnc2Cl)c(=O)n(C)c1=O,-7.3,98.7,-1.6,0.7,-2.2,-1.4,-3.1,-1.9,-3.0,-0.4
N#Cc1c(-c2ccco2)nc(SCC(=O)Nc2cccc(Cl)c2)[nH]c1=O,2.0,117.4,32.9,-6.5,0.8,-3.4,-3.5,3.2,-4.0,8.8
CNC(=S)N=Nc1c(O)[nH]c2ccc(C(C)C)cc12,-4.4,101.2,-1.0,-1.7,-1.9,0.8,0.3,-4.8,0.0,10.2
CCOc1ccc(C(=O)OC(C)CN2CCN(C)CC2)cc1 (centres undefined),21.1,102.0,-0.1,2.9,-0.6,-0.4,-6.4,-10.0,0.6,-0.7
C/C=C/C(=O)Nc1cccc(C2=NOC3(C2)C[C@@H](C(N)=O)N(C(=O)C(c2ccccc2)c2ccccc2)C3)c1 (some centres undefined),-6.8,99.7,nt,-3.0,-2.9,-1.2,-1.7,4.7,-3.0,1.2
O=C(COc1ccc(Cl)cc1Cl)NCCSc1ccc(Cl)cc1,-10.1,97.8,1.8,-1.3,-2.3,-3.5,-1.6,-0.8,-0.1,-11.9
Cc1ccc(C)c(NC(=O)COC(=O)c2cc3ccccc3oc2=O)c1,65.6*,106.4,-0.5,-4.9,0.1,-2.4,-1.8,-8.8,1.2,-3.2
O=S(=O)(NCC1CCCO1)c1ccc(Cl)cc1 (centres undefined),-0.3,123.3,2.2,-5.5,-0.9,3.1,1.6,-5.3,0.2,2.0
O=C(CCCCCN1C(=O)c2cccc3cccc(c23)C1=O)NC1CCS(=O)(=O)C1 (centres undefined),-2.6,95.7,1.0,nt,1.0,-5.1,1.6,-4.8,-1.6,1.5
N#Cc1nc(-c2ccco2)oc1N1CCC(Cc2ccccc2)CC1,6.0,97.1,1.2,-3.5,-0.2,-1.5,0.8,-8.6,-5.0,-6.4
O=C(NC1CC1)c1cc2c(s1)CS(=O)(=O)C2,-0.3,88.5,8.5,-3.6,-0.2,1.5,-1.7,-42.1,-2.6,-2.0
CCCCCC(=O)NC(NC(=S)Nc1ccc(S(N)(=O)=O)cc1)C(Cl)(Cl)Cl (centres undefined),2.0,99.3,-0.9,-1.6,-0.4,-1.1,-5.4,-19.7,-3.1,0.7
Cc1ccccc1CNC(=O)c1ccc(CSCc2ccccc2)cc1,8.1,93.8,-0.8,1.4,1.5,3.2,-3.6,-1.2,nt,-14.6
COC(=O)c1sc(N2C(=O)C(O)=C(C(=O)c3ccc(C)o3)C2c2ccc([N+](=O)[O-])cc2)nc1C (centres undefined),4.2,120.5,23.1,-12.8,0.6,-1.0,-0.6,-0.2,-7.9,18.5
O=C(c1cc(N2CCCCC2)nc2ccccc12)N1CCOCC1,6.9,104.8,-5.0,-1.6,-1.2,-0.2,-5.0,-5.5,-0.8,-1.8
CCN(CC)C(=O)CSc1nnc(CCN)o1,18.7,101.2,0.8,0.2,-1.4,0.0,4.1,1.3,0.0,1.9
O=C(NC(=S)Nc1cccc(Cl)c1Cl)C1CC1,-14.4,99.9,-1.7,-4.2,0.4,6.3,1.2,-7.9,-0.3,-5.3
CCN(CC(=O)Nc1ccc(NC(C)=O)cc1)CC(=O)Nc1ccccc1C(=O)c1ccccc1,34.3,106.0,-3.5,nt,-0.6,5.2,2.3,-3.3,-2.1,-0.1
COc1cc(-c2noc(C)c2C#CC2(O)CCCCC2)cc(OC)c1OC,0.8,nt,nt,0.2,0.6,-0.7,3.4,-8.0,-0.5,-6.8
O=C(NN1C(=O)/C(=C/C=C/c2ccccc2)SC1=S)c1ccncc1,-12.6,93.9,6.4,-2.0,-3.9,-0.2,-14.6,-0.1,-0.8,6.2
COc1ccc(-c2c(C)nc3c(-c4ccccn4)cnn3c2N)cc1,24.8,87.1,-1.6,-8.6,1.2,-3.2,-1.4,2.9,-1.7,1.3
CCOC(=O)c1cccc(NC(=O)CCNS(=O)(=O)c2cccc3nonc23)c1,1.1,nt,-0.1,-5.3,2.3,0.7,2.4,-23.6,-2.3,-2.8
Cc1cc(/C=C2\SC(=S)NC2=O)cc(C)c1O,8.3,nt,8.7,-2.4,-4.6,5.0,-2.2,-10.8,-0.1,10.0
COc1ccc(Cc2nnc(SCC(=O)NCc3ccco3)o2)cc1,23.7,nt,-0.7,4.9,0.9,2.9,0.1,-5.8,-1.3,3.3
Cc1cc(-c2n[nH]c(=S)n2/N=C/c2ccc(Br)s2)n[nH]1,-19.4,98.6,4.0,-4.2,0.4,-0.6,0.8,-19.0,-1.2,3.7
N#C/C(=N\Nc1ccccc1)C(=N)N1CCCCC1,-6.7,95.5,4.4,-5.1,-0.8,0.3,-3.2,-5.7,nt,1.5
COc1ccc(C2=NN(C(=O)c3ccccc3)C(c3ccc(OC)c(OC)c3)C2)cc1OC (centres undefined),-1.4,106.8,nt,-3.7,0.3,-2.5,-3.4,-1.0,-1.9,-1.2
Cc1cc(C)cc(C(=O)Nc2ccc(NC(=O)Cc3ccccc3)cc2)c1,10.9,nt,-0.7,nt,-0.3,-0.3,1.8,-7.9,-0.5,7.0
C/C(=N\Nc1ccc(C)c(Cl)c1)c1ccncc1,-2.8,126.4,4.1,-1.5,1.6,4.0,-2.2,2.4,-2.9,0.7
COc1ccccc1/C=C(/NC(=O)c1ccccc1)C(=O)NCCN1CCOCC1,32.1,101.2,-2.1,-2.2,-1.7,0.0,2.0,4.4,-1.4,0.8
O=C(CSc1nnnn1C1CC1)Nc1cc(S(=O)(=O)N2CCCC2)ccc1Cl,22.3,95.8,-1.9,nt,-0.4,5.3,-2.0,-0.7,-0.3,1.0
O=C(NC(CC(=O)N1CCN(c2ccccc2)CC1)c1ccccc1)c1ccccc1Cl (centres undefined),-16.6,124.5,30.9,-0.8,-3.0,-1.9,-0.2,-2.1,-0.7,-0.4
CCOC(=O)c1nnn(-c2nonc2-n2cccc2)c1CN1CCC(C)CC1,9.8,nt,-1.9,27.5,0.9,-1.4,-5.5,6.7,-2.0,-19.9
CCCCC1=CC2=CC(=O)C(C)(OC(=O)c3cccs3)C(=O)C2=CO1 (centres undefined),4.6,96.4,nt,-4.5,2.0,3.2,-1.4,-6.9,-0.6,9.0
O=C(N/N=C/c1ccc(O)c(O)c1)N/N=C/c1ccc(O)c(O)c1,32.8,88.6,nt,1.8,30.1,-1.7,-0.2,-0.4,1.9,0.4
O=C(COC(=O)c1cc(=O)c2ccccc2o1)NCc1ccccc1,-3.0,100.3,1.1,50.3*,0.1,0.5,-3.4,4.4,-0.9,-0.5
CCN(CC)c1ccc(C=C2SC(=S)NC2=O)cc1,-13.4,nt,37.4,-2.9,-26.2,2.5,-26.0,-380.0,-1.5,-78.5
CN(C)S(=O)(=O)c1cc(NC(=O)CN2CCc3ccccc32)ccc1Cl,13.1,100.6,nt,0.5,3.0,0.2,-5.7,-4.9,-0.5,2.3
COc1ccc(-c2nn(-c3ccccc3)cc2C(=O)OCC(=O)c2ccc(C)c([N+](=O)[O-])c2)cc1,-1.4,84.7,-4.5,-4.8,-0.3,3.0,-0.5,-3.5,-3.1,-5.0
O=C(O)Cc1ccc(NS(=O)(=O)c2ccccc2Cl)cc1,32.4,103.9,-0.8,7.0,3.3,1.0,2.4,nt,-0.7,nt
O=C(NCCNC(=O)c1cc(Cl)ccc1Cl)c1cnccn1,27.0,109.5,-5.0,-3.2,-0.9,-2.3,-1.1,-0.9,-1.3,-1.0
Cc1ccccc1C(=O)Nc1nnc(S(=O)(=O)N2CCCCCC2)s1,0.7,-6.6*,nt,nt,-0.2,-4.4,0.2,-2.1,-0.8,2.4

Retrieved by structure from above, 2 records:
SMILES,Arr AP2 block,DSG3 Ab inh,NSD2 HMT inh,CAL PDZ FP-2,C-LANA FP,V-ATPase pH,Keap1 Nrf2 FP,RTF Ca sens inh,CAL PDZ FP-1,DAGLB inhibitor
CCN(CC)c1ccc(C=C2SC(=S)NC2=O)cc1,-13.4,nt,37.4,-2.9,-26.2,2.5,-26.0,-380.0,-1.5,-78.5
O=C(COC(=O)c1cc(=O)c2ccccc2o1)NCc1ccccc1,-3.0,100.3,1.1,50.3*,0.1,0.5,-3.4,4.4,-0.9,-0.5
